Assay outcomes as filed in PubChem BioAssay.
TbPYK inhibitor: blocks Trypanosoma brucei pyruvate kinase; Q57TT1; TbPYK enzyme, Kinase-Glo Plus ATP luminescence, 45 min; Potency, µM (top dose mostly 76.8 µM), inactives show at the top dose activity, negative = inhibition, usual class: inhibitors; hit rate 0.12% among 410,000; AID 624173; also: potency is read from the fitted curve at half-maximal effect; % is scaled to controls: 0 for no effect and ±100 for the full control effect; nearly all actives have a fitted effect of over 50% in size
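Assay buffer: 50 mM TEA pH 7.2, 100 mM KCl, 10 mM MgCl2, 0.05% BSA, 0.01% Tween-20. Pyruvate kinase from T. brucei plus substrate met compound, then ADP (130 uM final). Luminescence was read post 45 min RT.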
Pf growth 96h: inhibits malaria parasite growth, 96 h | P. falciparum luciferase reporter growth, 96 h | Potency, µM (titrated, usually from 28.7 µM), inactives show top-dose activity change, negative = inhibition, hits mostly inhibitors | hit rate 6.9% among 320,000; also: potency is read from the fitted curve at half-maximal effect; % is scaled to controls: 0 for no effect and ±100 for the full control effect
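Parasite growth measured via integrated firefly luciferase reporter in P. falciparum. Infected erythrocytes at 2% hematocrit, 0.05% parasitemia final were treated 96 hours at 37 C under 5% CO2, and luminescence was read.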
LmPK inh: inhibitors of Leishmania mexicana pyruvate kinase | Q27686 | Potency, µM (titrated, usually from 57.5 µM), for inactives: top-dose activity change, negative = inhibition, hits mostly inhibitors | purified LmPK, Kinase-Glo ATP luminescence, 1 h | hit rate 0.37% among 290,000; also: potency is read from the fitted curve at half-maximal effect; % is scaled to controls: 0 for no effect and ±100 for the full control effect
Target sequence (Q27686 whole entry, looked up): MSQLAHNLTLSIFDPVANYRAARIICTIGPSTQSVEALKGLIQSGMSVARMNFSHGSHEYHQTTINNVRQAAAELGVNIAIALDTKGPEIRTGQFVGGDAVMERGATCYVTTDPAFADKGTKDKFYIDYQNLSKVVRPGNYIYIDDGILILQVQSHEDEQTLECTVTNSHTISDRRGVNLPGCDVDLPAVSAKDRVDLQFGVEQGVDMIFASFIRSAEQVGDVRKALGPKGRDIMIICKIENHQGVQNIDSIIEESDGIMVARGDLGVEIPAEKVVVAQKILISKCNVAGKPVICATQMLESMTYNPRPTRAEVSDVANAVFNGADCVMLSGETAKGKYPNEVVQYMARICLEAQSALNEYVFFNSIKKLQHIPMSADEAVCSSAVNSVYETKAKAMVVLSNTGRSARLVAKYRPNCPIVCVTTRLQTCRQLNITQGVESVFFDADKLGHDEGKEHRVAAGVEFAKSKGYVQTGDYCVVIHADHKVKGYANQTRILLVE
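In 50 mM imidazole pH 7.2 with 7 mM MgCl2, LmPK (0.1 nM) turned over PEP (0.5 mM) and ADP (0.1 mM) for 1 h at room temperature. Luciferase read-out of ATP.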
Pf growth 48h: P. falciparum growth inhibition at 48 hours (one generation). AID 504832. P. falciparum luciferase growth in erythrocytes, 48 h. hit rate 5.9% among 310,000. Potency, µM (doses to about 28.7 µM), without a hit: top-dose activity change, negative = inhibition, usual class: inhibitors; also: potency is read from the fitted curve at half-maximal effect; % is scaled to controls: 0 for no effect and ±100 for the full control effect
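In quantitative HTS format, infected erythrocytes bearing luciferase-reporter parasites were treated for a single generation at 37 C. Luminescence after adding detection reagent served as the growth measure.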
AmpC inh no detg: inhibitors of E. coli AmpC beta-lactamase without detergent; AmpC nitrocefin hydrolysis, absorbance 480 nm, 0.0001% Triton; hit rate 0.52% among 330,000; P00811; Potency, µM (highest dose often 57.1 µM), without a hit: top-dose activity change, negative = inhibition, most hits filed as inhibitors; AID 485341;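 also: potency is read from the fitted curve at half-maximal effect; plate controls were no compound for no effect and no enzyme for full effect; nearly all actives have a fitted effect of over 20% in size; some results filed as inactive show a strong effect at the top dose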
Target sequence (P00811 whole entry, looked up): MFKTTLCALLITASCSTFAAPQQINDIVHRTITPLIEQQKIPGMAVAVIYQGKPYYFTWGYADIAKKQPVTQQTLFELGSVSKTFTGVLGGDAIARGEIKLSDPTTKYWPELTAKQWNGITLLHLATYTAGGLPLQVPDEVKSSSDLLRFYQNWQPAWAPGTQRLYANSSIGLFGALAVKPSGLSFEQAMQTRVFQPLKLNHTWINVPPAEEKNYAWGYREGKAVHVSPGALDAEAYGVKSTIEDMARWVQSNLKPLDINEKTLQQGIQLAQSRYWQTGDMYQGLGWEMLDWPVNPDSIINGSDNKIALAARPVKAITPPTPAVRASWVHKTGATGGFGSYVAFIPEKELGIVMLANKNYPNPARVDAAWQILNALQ
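20 mM phosphate pH 7.0 + 0.01% (detergent screen) or 0.0001% Triton X-100; 5.3 nM AmpC reagent; cpd preinc 15 min RT; nitrocefin (800 uM stock) to start; A480 q20 s × 4 min; Activity was normalised to no-enzyme and no-compound control wells.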
Shiga inhibitor: blocks Shiga toxin action in Vero cells. Vero cells, Shiga toxin protein synthesis inhibition reporter. AID 2315. hit rate 9.2% among 290,000. inhibition, % at 38.7 µM; in the data active = inhibition mostly above about 28%, no sharp cut-off; inactive = mostly below about 43%; also: 0% is about no effect
CHX counter: affects cycloheximide protein synthesis inhibition readout, counter-screen; max response, %; cell reporter, cycloheximide protein synthesis inhibition counterscreen; hit rate 12% among 300,000; in the data active = max response mostly above about 13%, no sharp cut-off; inactive = mostly below about 14%; also: read at 38.3 µM for the half of the compounds with a filed dose; 0% is about no effect
Active calls of the source: *; ? = inconclusive; . = no result given; & = joins results of further samples; [ ] = remark or other dose. Unless noted, calls follow the shape of the dose curve; as a rule, active = well fitted curve in the direction sought with a large enough effect; inconclusive = small, poorly fitted or top-dose-only effect, or another doubt; inactive = no such curve, though single readings can be large; an effect the other way counts as inactive or inconclusive. Compounds as they come; 22% or so of the library scored in one or more.

SMILES | TbPYK inhibitor | Pf growth 96h | LmPK inh | Pf growth 48h | AmpC inh no detg | Shiga inhibitor | CHX counter
CCOc1ccc(-n2c(C)c(C(=O)OC)c3cc(O)ccc32)cc1 | 0% | ? | -2% | ? | -50% | -18 | -4
CCC(=O)Nc1cccc(-c2nnc(-c3cccc(NC(=O)CC)c3)o2)c1 | -5% | 1.2µM* | 5% | 5.2µM* | 25% | -7 | 12
COc1ccc(CCNC(=O)c2cc(S(=O)(=O)N3CCCC3)cn2C)cc1OC | -5% | -14% | 0% | 47%[activator] | 25% | 14 | 1
C1=CCC(CN2CCN(C3CCCCCC3)CC2)CC1 (stereo not drawn) | 26% | -13% | -9% | ? | -22% | -4 | -2
CC(C)(O)C#Cc1ccc(CN2CCCC(CO)(Cc3cccc(Cl)c3)C2)cc1 (stereo not drawn) | -1% | -12% | 0% | ? | 69%[activator] | 28 | -1
O=C(CCCn1c(=S)[nH]c2ccccc2c1=O)N1CCOCC1 | -6% | ? | 1% | 14% | -12% | -3 | 6
CCOC(=O)C(=O)c1csc(NC(=O)COc2ccc(N(C)S(=O)(=O)c3ccc(F)cc3)cc2)n1 | -1% | 7% | 9% | . | -27% | -17 | -3
Cc1ccc(NC(=O)COC(=O)COc2ccc3ccc(=O)oc3c2)cc1[N+](=O)[O-] | -6% | 37%[activator] | . | -8% | -26% | . | .
CCOC(=O)c1ccccc1NC(=O)C=C(C)C | 3% | -8% | -3% | 5% | -13% | -7 | 5
COc1ccc2c(C(=O)c3ccc(C)cc3)n(CCCC(N)=O)[n+]([O-])c2c1 | -3% | 20% | . | ? | 20% | . | .
Nc1n[nH]c(N)c1N=Nc1cccc(C(F)(F)F)c1 | -5% | 15% | 3% | 2%[0.00184 µM] | -15% | 22 | 15
CCc1cc(C(=O)N/N=C/c2c(C)[nH]c3ccccc23)cs1 | 11% | -27% | -2% | 5% | -39% | -64 | 25
Cc1cc(NC(=O)CSc2ccc(Cl)cc2)no1 | -17% | ? | 1% | -14% | -31% | 11 | 9
CCN(CC)C(=O)C1CCCN(C(=O)Nc2ccc3nsnc3c2)C1 (stereo not drawn) | 0% | ? | 0% | . | 2% | 18 | 11
CCCCSCCCNC(=O)C1CCC(CNS(=O)(=O)c2ccccc2)CC1 (stereo not drawn) | -1%&-3% | 102%[activator] | 0% | ? | 0% | 3 | 8
CSCc1c(C(=O)N2CCCc3ccccc32)oc2ccccc12 | -13% | -53% | . | 12µM* | -26% | . | .
O=C(O)CCC(=O)Nc1ccc(S(=O)(=O)c2ccc(NC(=O)CCC(=O)O)cc2)cc1 | 0% | 0% | -1% | 0% | -8% | -4 | -1
CC1CCN(c2ccc(-c3ccc(NC(=O)c4ccco4)cc3)nn2)CC1 | -1% | ? | . | ? | -55% | . | .
CCOC(=O)c1cc(=O)cc(C(=O)OCC)o1 | 5% | . | -1% | 17% | -15% | -11 | -4
CCCCCNC(=O)c1cccc(S(=O)(=O)N2CC3(C)CC2CC(C)(C)C3)c1 (stereo not drawn) | -7% | ? | . | ? | -23% | . | .
CC(NC(=O)CN1CCOCC1)c1ccc(F)cc1 (stereo not drawn) | 3% | 23% | -1% | 28% | -7% | -5 | -10
Cc1cccc(NC(=O)c2cnc3sccn3c2=O)c1 | -13% | 412%[activator] | -13% | 160%[activator] | -22% | 77* | 56*
O=C(CCc1ccccc1)NCCCNC(=O)CCc1ccccc1 | 4% | -17% | . | ? | 0% | . | .
CCc1nnc(NC(=O)CSc2nnc(Cc3ccccc3)n2-c2ccc(OC)cc2)s1 | -16% | 40%[activator] | 5% | -3% | -17% | 2 | -5
CCn1cc(Br)c(C(=O)Nc2nccs2)n1 | 3% | 23% | -3% | 24% | -15% | 73* | 27*
CC(=O)Oc1cccc(N2C(=O)c3ccc(C(=O)Nc4c[nH]c(=O)[nH]c4=O)cc3C2=O)c1 | 2% | ? | 0% | 34%[activator] | -34% | -6 | -3
COc1ccc(NC(=O)CSc2c3c(nc4ccccc24)CCC3)c(OC)c1 | 0%&1% | 33%[activator] | -1% | -11% | 13% | -17 | 0
Cc1ccc(C)c(NC(=O)CCc2nnc3ccc(N4CCCC4)nn23)c1 | -9% | ? | -6% | 0% | 34% | -5 | -10
O=C(Cn1nnc(-c2ccc(Cl)cc2)n1)NCc1ccco1 | 1% | 130%[activator] | 0% | 8% | -6%[2.29 µM] | 5 | 9
O=C(CN1C(=O)c2cccnc2Oc2ccc(Cl)cc21)Nc1ccc(F)cc1 | 1% | 68%[activator] | -1% | ? | -19% | -1 | -3
Oc1ccccc1OCCOc1ccccc1OCCOc1ccccc1O | -3% | ? | 8% | ? | -23% | 41 | 9.8*
Cc1cc(/C=C(\C#N)C(=O)Nc2ccc(Cl)cc2)c(C)n1-c1ccc(N2CCOCC2)c([N+](=O)[O-])c1 | -2% | 7.4µM* | -4% | 12µM* | 7.9µM* | -3 | -4
CCOCCCNC(=O)CCS(=O)(=O)Cc1ccc(C)cc1 | -1% | . | 1% | ? | -12% | -20 | -2
Cc1ccccc1CN1C[C@@H]2C[C@@H](c3cnc(N4CCOCC4)s3)N3CCC[C@@]23C1=O | -5% | 13% | -2% | ? | 105%[activator] | -9 | -6
CCCC(=O)c1ccc(N2CCN(S(=O)(=O)c3ccc(C)cc3)CC2)c(F)c1 | 4% | 14%[5.75 µM] | 1% | 14% | 1% | -8 | -2
COc1ccc2nc3oc(C(=O)NC4CCN(Cc5ccccc5)CC4)cc3cc2c1 | 0% | 46%[activator] | -8% | ? | -21% | 31* | 17
CCOC(=O)CN(C(=O)COc1nc(-c2ccccc2)cc(C)c1C#N)c1cccc(OC)c1 | 2% | 12µM* | 1% | 7.4µM* | 21% | 0 | 1
COc1ccc(N(C(=O)Cn2nnc3ccccc32)C(C(=O)NC(C)(C)C)c2ccc(OC)c(O)c2)cc1 (stereo not drawn) | 1% | 35%[activator] | 3% | ? | 108%[activator] | 21 | -2
CC(=O)c1cccc(NC(=O)COC(=O)CC2CC3CCC2C3)c1 (stereo not drawn) | -7% | 8% | . | -7% | -4% | . | .
O=C(c1ccccc1F)N1CCN(c2ccc([N+](=O)[O-])c(N3CCOCC3)c2)CC1 | 0% | ? | 4% | 14% | 112%[activator] | -17 | 8
CCOC(=O)CC(=O)NC(CC(=O)OC)c1ccc(Br)cc1 (stereo not drawn) | -5% | -3% | -3% | 124%[activator] | -3% | 21 | 1
Cc1cc(C)nc(-n2nc(C)cc2NC(=O)CNCc2ccccc2)n1 | -5% | 4%[5.75 µM] | -2% | 7% | -7% | 11 | -5
OCc1nc2ccccc2n1Cc1c(F)cccc1Cl | -2%&0% | 2% | -3% | -2% | -8% | -17 | -2
CCOc1ccc(NC(=O)c2cccc(NC3=NC4CS(=O)(=O)CC4S3)c2)cc1 (stereo not drawn) | -2% | 8.3µM* | -3% | 15% | -11% | 2 | -2
CCOc1ccc(CCNC(=O)COC(=O)Cc2ccc(F)cc2)cc1OCC | 4% | ? | . | ? | 47% | . | .
COc1ccc(/C=C2\N=C(C)N(c3ccc4ccccc4c3)C2=O)cc1OC | -9% | ? | 3% | ? | 69%[activator] | -3 | -6
Cc1cc(OCCCCN2C(=O)NC(C)(C)C2=O)ccc1[N+](=O)[O-] | -3% | 15% | -3% | 74%[activator] | 36% | 36 | 10
CC(=O)/C(=N\Nc1ccc(C)cc1)N1CCOCC1 | 1% | 140%[activator] | -1% | ? | 10% | 3 | 8
COc1ccc2nc3ccccc3nc2c1NC(=O)c1ccccc1Cl | 4% | -2% | 0% | -9% | -12% | 1 | -1
Cc1cc(C(=O)COC(=O)c2ccncc2)c(C)n1Cc1ccco1 | 4% | -43% | -4% | 106%[activator] | 1% | 116* | 44*
CCC1(C)N([O-])C(C)=C(c2ccccc2)[N+]1=O (stereo not drawn) | 1% | 0.093µM* | -19% | . | -13% | 8 | 2
CC1CN(C(=S)Nc2ccc(S(N)(=O)=O)cc2)CC(C)O1 (stereo not drawn) | 6% | 3% | 5% | -1% | -7% | -8 | -1
Cc1c(C)c2c(OCC(=O)O)cc3c(c2oc1=O)CCC(C)(C)O3 | 5% | -14% | -1% | 20%[0.00184 µM] | -7% | -4 | -6
CCN(CC)CCn1c(SCC(=O)NCCC2=CCCCC2)nc2c(sc3ccccc32)c1=O | 1% | ? | 0% | ? | -10% | -8 | -3
Cc1cc(C)cc(OCC(=O)OCC(=O)c2cc(C)n(C3CC3)c2C)c1 | 2% | 5% | 3% | 15% | -16% | -12 | -3
O=C(O)c1ccc(Nc2ncnc3scc(-c4ccccc4)c23)cc1 | -7%&0% | 41%[activator] | -4% | -14% | -14% | 17 | -1
CCN(CC)C(=O)CSc1nc(Cc2ccccc2)nc2ccccc12 | 3% | ? | 4% | 6% | -8% | -5 | -2
Cc1ccc(-n2cc(S(=O)(=O)c3ccc(C)cc3)[nH]c2=O)cc1 | -16% | ? | 2% | ? | -16% | 12 | 3
CCOc1ccccc1NC(=O)Cn1nc(-c2ccco2)ccc1=O | -17% | -3% | -1% | ? | -34% | -7 | -5
CC1(C)Cc2ccccc2C(N)=C1C#N | -1% | . | -11% | 24% | -50% | -23 | -2

Entries listed so far that contain a furan ring, fused or not, in the order listed:
SMILES | TbPYK inhibitor | Pf growth 96h | LmPK inh | Pf growth 48h | AmpC inh no detg | Shiga inhibitor | CHX counter
CSCc1c(C(=O)N2CCCc3ccccc32)oc2ccccc12 | -13% | -53% | . | 12µM* | -26% | . | .
CC1CCN(c2ccc(-c3ccc(NC(=O)c4ccco4)cc3)nn2)CC1 | -1% | ? | . | ? | -55% | . | .
O=C(Cn1nnc(-c2ccc(Cl)cc2)n1)NCc1ccco1 | 1% | 130%[activator] | 0% | 8% | -6%[2.29 µM] | 5 | 9
COc1ccc2nc3oc(C(=O)NC4CCN(Cc5ccccc5)CC4)cc3cc2c1 | 0% | 46%[activator] | -8% | ? | -21% | 31* | 17
Cc1cc(C(=O)COC(=O)c2ccncc2)c(C)n1Cc1ccco1 | 4% | -43% | -4% | 106%[activator] | 1% | 116* | 44*
CCOc1ccccc1NC(=O)Cn1nc(-c2ccco2)ccc1=O | -17% | -3% | -1% | ? | -34% | -7 | -5

Additional structures:
SMILES | TbPYK inhibitor | Pf growth 96h | LmPK inh | Pf growth 48h | AmpC inh no detg | Shiga inhibitor | CHX counter
Cc1ccc(SCC(=O)NCCSCc2ccccc2)cc1 | 1% | -4% | 1% | 21% | -7% | -12 | -2
Cc1cc(C)c2c(-n3cccc3)nn(CC#N)c2n1 | -16% | ? | 5% | 5% | -23% | -24 | -4
COc1ccc(COc2ccccc2C(N)=O)cc1F | 0% | 37%[activator] | -3% | 85%[activator] | -14% | 66* | 33*
CN(C(=O)CN1C(=O)/C(=C/c2ccc(F)cc2)SC1=S)C1CCS(=O)(=O)C1 (stereo not drawn) | 1% | 20% | 9% | -1% | -3% | 1 | 8
